PLK1 PBD inh: PLK1 (human) polo-box domain binding inhibition; P53350; Plk1 PBD binding of FITC phosphopeptide, fluorescence polarization; Potency, µM, for the others: max response, negative = inhibition, actives largely listed as inhibitors; actives 2.8% (n = 360,000); note: potency is the fitted concentration of half-maximal effect; series mostly up to about 57 µM; % is set by controls: 0 for no effect and ±100 for the full control effect; nearly all actives have a fitted effect of over 65% in size
IL-2 act: activates IL-2 in a cell-based reporter assay; IL-2 activation reporter assay, cell-based qHTS; stimulated with anti-CD3/CD4/CD28 beads; in transgenic mouse T cells; AID 652025; actives 0.065% (n = 360,000); activation, % (series mostly up to about 46 µM); in the data active = activation above about 50%; inconclusive = mostly about 30% to 49%; note: 0% is about no effect
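Readout is EGFP and DsRed signal by fluorescent plate cytometry after 18 h at 37 degrees C. Transgenic mouse T cells (750/well) received compound for 60 min before bead stimulation (anti-CD3, anti-CD4, anti-CD28); memory T cells served as non-tolerant control.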
CCT chaperon mod: modulators of cytosolic chaperonin (CCT/TRiC) activity. actives 0.3% (n = 360,000). activity change, % (test concentration not listed), hits read low. purified chaperonin ATPase assay, HTRF ADP detection, 30 min; in the data active = activity change below about -30%; note: % is set by controls: 0 for no effect and ±100 for the full control effect
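We incubate TRiC, 40 or 20 nM final, with library compounds at 76 uM and 10 uM ATP for 30 min at 37 °C. ADP formed is detected with Transcreener HTRF reagents after 30 min at room temperature.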
WRN helicase inh: WRN helicase (human) inhibition; Potency, µM (top dose mostly 114 µM), for the others: at the highest dose activity change, negative = inhibition, hits mostly inhibitors; actives 0.46% (n = 360,000); Q14191; WRN helicase unwinding, fluorescent forked duplex, kinetic; note: potency is the fitted concentration of half-maximal effect; % is set by controls: 0 for no effect and ±100 for the full control effect; nearly all actives have a fitted effect of over 55% in size
Target sequence (Q14191 whole entry, looked up): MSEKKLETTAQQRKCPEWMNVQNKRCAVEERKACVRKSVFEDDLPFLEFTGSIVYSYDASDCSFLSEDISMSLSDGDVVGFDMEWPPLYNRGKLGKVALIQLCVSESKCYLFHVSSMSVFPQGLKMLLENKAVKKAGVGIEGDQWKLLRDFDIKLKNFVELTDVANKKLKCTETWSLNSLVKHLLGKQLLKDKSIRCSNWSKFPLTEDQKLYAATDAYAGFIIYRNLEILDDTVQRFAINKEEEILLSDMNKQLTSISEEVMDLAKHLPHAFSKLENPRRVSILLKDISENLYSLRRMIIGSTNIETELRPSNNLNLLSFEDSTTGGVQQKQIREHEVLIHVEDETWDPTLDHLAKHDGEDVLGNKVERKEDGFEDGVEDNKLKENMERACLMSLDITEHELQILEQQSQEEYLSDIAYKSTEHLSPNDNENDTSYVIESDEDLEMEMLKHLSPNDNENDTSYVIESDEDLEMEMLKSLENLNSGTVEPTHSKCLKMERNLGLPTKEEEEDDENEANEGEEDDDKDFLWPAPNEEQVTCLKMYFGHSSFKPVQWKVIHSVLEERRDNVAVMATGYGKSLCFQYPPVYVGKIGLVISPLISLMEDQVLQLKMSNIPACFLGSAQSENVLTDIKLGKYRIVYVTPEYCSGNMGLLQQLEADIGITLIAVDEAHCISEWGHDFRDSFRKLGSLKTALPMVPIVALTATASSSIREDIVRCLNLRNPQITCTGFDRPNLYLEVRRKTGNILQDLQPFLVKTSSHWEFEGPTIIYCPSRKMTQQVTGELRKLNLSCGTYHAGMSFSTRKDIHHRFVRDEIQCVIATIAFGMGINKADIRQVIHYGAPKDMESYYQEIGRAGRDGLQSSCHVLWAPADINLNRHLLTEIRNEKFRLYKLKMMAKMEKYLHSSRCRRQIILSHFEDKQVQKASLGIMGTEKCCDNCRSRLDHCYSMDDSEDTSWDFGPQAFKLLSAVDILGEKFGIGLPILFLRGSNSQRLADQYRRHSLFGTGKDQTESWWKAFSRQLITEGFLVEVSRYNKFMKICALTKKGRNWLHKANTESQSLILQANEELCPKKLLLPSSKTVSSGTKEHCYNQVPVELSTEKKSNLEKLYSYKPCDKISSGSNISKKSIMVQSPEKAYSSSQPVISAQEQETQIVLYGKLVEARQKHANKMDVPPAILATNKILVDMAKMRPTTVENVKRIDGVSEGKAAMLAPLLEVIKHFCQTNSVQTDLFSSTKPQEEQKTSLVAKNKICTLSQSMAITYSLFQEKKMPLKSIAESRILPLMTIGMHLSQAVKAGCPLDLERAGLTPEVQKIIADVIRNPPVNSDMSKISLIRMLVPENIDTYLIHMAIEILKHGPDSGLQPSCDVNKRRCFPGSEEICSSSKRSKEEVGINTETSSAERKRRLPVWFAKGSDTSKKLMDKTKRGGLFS
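WRN at 20 nM final preincubated with compound 15 min at room temperature; reaction started with 100 nM fluorophore/quencher forked duplex oligonucleotide and 2 mM ATP final. Unwinding followed kinetically by red fluorescence (ex 525, em 598 nm).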
EPAC1 antag: antagonists of human EPAC1. Potency, µM (highest dose often 115 µM), for inactives: top-dose activity change, negative = inhibition, hits mostly inhibitors. actives 0.14% (n = 360,000). O95398. EPAC1 GEF assay, Rap1b-BODIPY-GDP exchange fluorescence. AID 720709;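 note: potency is the fitted concentration of half-maximal effect; plate controls were vehicle for no effect and positive control for full effect; nearly all actives have a fitted effect of over 50% in size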
EPAC1 ag: activates human EPAC1 exchange factor; EPAC1 agonist qHTS, biochemical assay; response scale: 100% = response to 6.5 mM cAMP; actives 0.073% (n = 360,000); Potency, µM (series often up to 154 µM), without a hit: at the highest dose activation, most hits filed as activators; AID 720707; note: potency is the fitted concentration of half-maximal effect; nearly all actives have a fitted effect of over 60% in size
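Nucleotide exchange by EPAC1 (100 nM) on Rap1B–BODIPY-GDP (250 nM) in the presence of 50 uM GDP is tracked fluorescently at 480/540 nm over 30 min. Signals are normalized to a 6.5 mM cAMP control.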
EPAC2 agonist: EPAC2 (human) agonism; Q8WZA2; EPAC2 activation, biochemical qHTS; response scale: 100% = 6.5 mM cAMP response; Potency, µM (doses to about 154 µM), for the others: at the top dose activation, usual class: activators; actives 0.079% (n = 360,000); AID 720711; note: potency is the fitted concentration of half-maximal effect; nearly all actives have a fitted effect of over 50% in size
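Setup: EPAC2 100 nM, labeled Rap1B complex 250 nM, free GDP 50 uM. Compound titrations pinned in, brief spin, 5 min room temperature incubation. Kinetic fluorescence read over 30 min, normalized to 6.5 mM cAMP.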
PI5P4K alpha inh: inhibitors of human PI5P4K alpha; P48426; PI5P4Kalpha enzyme, ADP-Glo luminescence, 60 min; hits give low values; max response, %; actives 1.2% (n = 330,000); AID 652105; active = max response of -50% or lower; inconclusive = between -30% and -50%; inactive = -30% or higher; note: value at the top dose of about 77 µM; % is set by controls: 0 for no effect and ±100 for the full control effect
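Reactions run in 0.038 M HEPES pH 7.4, 0.28 mM EGTA, 0.1% CHAPS and 5% DMSO, with PI5P4Kalpha, substrate, compound and 5 microM ATP final, one hour at room temperature. Readout is ADP-Glo luminescence.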
* hit, by the source's call; ? = inconclusive; nt = no result given; [ ] = another dose, or the depositor's remark. Unless noted, calls come from the whole dose curve; as a rule, active = well fitted curve in the direction sought with a large enough effect; inconclusive = small, poorly fitted or top-dose-only effect, or another doubt; inactive = no such curve, though single readings can be large; an effect the other way counts as inactive or inconclusive. Some of the compounds tested; count on the stated rates, not on these rows.

Compound,PLK1 PBD inh,IL-2 act,CCT chaperon mod,WRN helicase inh,EPAC1 antag,EPAC1 ag,EPAC2 agonist,PI5P4K alpha inh
CN1CCN(c2nc3c(c(=O)[nH]c(=O)n3C)n2Cc2ccc(Cl)cc2)CC1,-10.3%,-0.4,-0.9,2.6%,?,10.9%,18.4%,8.9
COCCN1C(=O)N[C@@H](CCc2ccccc2)[C@H](C(=O)OC)[C@H]1C,-5.7%,0.2,-1.4,-3.4%,16.8%,-24.6%,-0.9%,4.1
CCN(CC)S(=O)(=O)c1ccc(OC)c(NC(=O)OCc2ccccc2)c1,-3.1%,-2.5,-2.1,-7.3%,-8.1%,-1.8%,11.7%,1.5
Cc1oc2cc(O)ccc2c(=O)c1-c1nncn1-c1ccccc1,29.9µM*,0.0,-1.1,?,2.6%,21.3%,11.6%,?
CCCNc1c(NS(=O)(=O)c2ccc3c(c2)CCCC3)c(=O)oc2ccccc12,-4.1%,-2.9,0.8,-6.4%,-4.1%,1.2%,-10.1%,-3.1
CC(=O)Nc1c(C(=O)c2ccc(F)cc2)oc2ccccc12,0.1%,-1.3,-2.6,0.6%,7.6%,-7.7%,5.7%,nt
O=C(Nc1ccc(S(=O)(=O)Nc2nccs2)cc1)C1CCCCC1,-1.5%,2.5,-6.7,0.5%,4.7%,1.6%,-0.2%,nt
Cc1noc(C)c1CSCC(=O)NC1=NCCS1,-5.2%,-0.7,3.7,2.2%,2.1%,0.0%,-1.2%,nt
CCOC(=O)c1c(CN2CCCCC2)oc2ccc(O)cc12,0.8%,0.7,-4.1,-4.2%,0.5%,3.1%,1.6%,3.5
CCn1c(C)c(C(C)=O)c(N2CCN(c3ccc(OC)cc3)CC2)nc1=S,?,0.1,1.3,-5.0%,3.5%,1.8%,12.9%,0.3

One compound at a time, as listed above.
COCCN1C(=O)N[C@@H](CCc2ccccc2)[C@H](C(=O)OC)[C@H]1C in the list: PLK1 PBD inh: -5.7%; IL-2 act: 0.2; CCT chaperon mod: -1.4; WRN helicase inh: -3.4%; EPAC1 antag: 16.8%; EPAC1 ag: -24.6%; EPAC2 agonist: -0.9%; PI5P4K alpha inh: 4.1
Cc1noc(C)c1CSCC(=O)NC1=NCCS1 in the list: PLK1 PBD inh: -5.2%; IL-2 act: -0.7; CCT chaperon mod: 3.7; WRN helicase inh: 2.2%; EPAC1 antag: 2.1%; EPAC1 ag: 0.0%; EPAC2 agonist: -1.2%; PI5P4K alpha inh: nt

Following part.
Compound,PLK1 PBD inh,IL-2 act,CCT chaperon mod,WRN helicase inh,EPAC1 antag,EPAC1 ag,EPAC2 agonist,PI5P4K alpha inh
COc1ccc(NC(=O)O/N=C/c2c(C)nn(C(C)(C)C)c2C)cc1,2.4%,2.1,0.0,8.9%,15.4%,0.5%,6.0%,-0.2
COc1ccc2c(c1)[nH]c1c(=O)n(/N=C/c3ccc(OC)c(COc4ccccn4)c3)cnc12,0.0%,-1.6,-0.2,-1.7%,-2.0%,-5.1%,3.2%,-13.2
CN(C)c1ccc(N2C(=NC(=O)C3CCCO3)SC3CS(=O)(=O)CC32)cc1 (centres undefined),-7.0%,-1.7,0.1,-6.0%,9.5%,-8.7%,-9.5%,-3.8
CCOc1ccc(C(=S)NC2CCCCC2)cc1OCC,5.97µM*,-3.2,0.0,4.3%,-7.7%,-5.2%,6.3%,?
N#Cc1cc2nc(O)c(O)nc2cc1[N+](=O)[O-],-20.6%,1.0,-1.4,-20.9%,-12.4%,-13.7%,6.7%,-57.3*
Cc1ccc(S(=O)(=O)NC(=S)NC2CCCCC2)cc1,-25.3%,-2.8,-2.9,0.8%,6.1%,5.1%,7.2%,-24.2
CC(C)(C)NC(=O)c1ccccc1NC(=O)C1CC(=O)N(C2CCCCC2)C1 (centres undefined),-12.4%,-0.2,-3.1,-8.3%,-3.6%,-3.9%,5.5%,2.0
Cc1ccc(SCC(=O)NN=C2CCN(C)CC2)cc1,-1.7%,-0.4,-0.4,-2.7%,7.3%,3.3%,2.5%,3.9
Cc1cccc(C(=O)OCC(=O)c2c(C)[nH]c3ccccc23)c1O,5.4%,-0.7,-2.1,3.9%,-17.5%,10.3%,6.8%,22.9
COC(=O)C[C@H]1C[C@@H]2c3cc(NC(=O)NC4CCCC4)ccc3O[C@@H]2[C@@H](CO)O1,4.6%,-2.0,-0.8,0.3%,2.0%,-0.7%,2.6%,-7.4
CCCn1c(SCC(=O)N2CCc3ccccc32)nnc1-c1ccco1,2.3%,0.7,0.0,3.3%,7.5%,-7.6%,-6.7%,-2.2
CCC(C)c1ccc(NC(=O)COC(=O)CCNC(=O)c2ccco2)cc1 (centres undefined),-5.5%,0.4,-1.0,0.2%,-10.4%,-12.1%,9.2%,3.6
Cc1nn(C)c(C)c1S(=O)(=O)N1CCC(CO)(Cc2ccc(Cl)cc2)CC1,-10.0%,-3.7,1.8,2.1%,8.5%,5.3%,6.2%,7.7
Cc1ccc2nc(N(CCCN(C)C)C(=O)c3ccc4c(c3)CCCC4)sc2c1,-3.7%,-2.6,-0.6,-25.7%,-4.0%,-1.1%,2.6%,-1.9
COc1ccccc1/C=C/C1C(C(=O)OCC(C)C)=C(C)N=C2SCCC(=O)N21 (centres undefined),-13.2%,0.6,0.0,-0.4%,-14.7%,-8.2%,0.2%,16.5
c1ccc(SCc2nc(-c3ccncc3)no2)cc1,13.4µM*,-1.4,1.1,-8.2%,9.5%,4.5%,10.1%,nt
O=C(Cn1ccc2ccccc2c1=O)NCCC(=O)Nc1cccc(Cl)c1,-3.8%,-2.3,0.4,-18.8%,-21.8%,3.4%,2.9%,2.1
CN(c1cccc(NC(=O)CN(c2cccc(F)c2)S(C)(=O)=O)c1)S(C)(=O)=O,-9.8%,-3.8,-1.6,2.4%,-15.6%,10.4%,6.6%,3.1
O=C(CNC(=O)[C@@H]1Cc2ccccc2CN1)NC1CCCCC1,6.5%,0.9,5.0,-3.7%[11.6 µM],-22.6%,-8.4%,5.5%,1.1
Cc1ccc(C(O)c2cccnc2)o1 (centres undefined),-0.5%,2.9,0.0,-14.1%,4.4%,2.1%,-2.1%,nt
O=C(c1cc([N+](=O)[O-])ccc1Cl)N1CCc2ccccc21,-11.8%,0.3,-2.3,-0.1%,-32.0%,2.4%,9.8%,0.8
CCNC(=S)N(CCc1c(C)[nH]c2ccccc12)Cc1cc(OC)c(OC)c(OC)c1,-8.1%,-4.5,-0.6,-8.9%,-14.9%,7.1%,13.3%,1.7
Cc1cc(C(=O)NCc2ccco2)on1,-4.0%,2.3,-0.3,-7.9%[11.6 µM],-10.6%,11.3%,4.9%,-28.2
CCCCc1nnc(NC(=O)c2ccc3c(=O)n4c(nc3c2)CCC4)s1,-1.6%,0.9,-17.5,-15.3%,-14.2%,5.3%,2.6%,-17.0
CCOC(=O)CSc1nc2cc3c(cc2cc1CC)OCCO3,-8.8%,1.9,2.9,-5.1%,9.4%,16.7%,7.9%,13.2
COc1cc(NC(=O)C2CCCO2)c(C(=O)O)cc1OC (centres undefined),0.2%,0.2,-4.4,0.0%,14.7%,-0.9%,3.3%,nt
OCCC1CN(Cc2nc(-c3ccc(F)cc3)cs2)CCN1CCc1ccccc1 (centres undefined),-16.4%,-0.8,-2.2,-4.9%,-25.2%,10.2%,5.4%,5.6
COc1ccccc1C(CC(=O)c1ccccc1)CC(=O)c1ccccc1,-5.3%,0.4,-2.5,-6.5%,9.2%,13.9%,7.9%,17.1
CCOc1cc(C(=O)Nc2ccc3c(c2)OCO3)ccc1OCCOc1ccccc1Cl,-3.8%,0.5,-0.3,0.8%,-26.2%,0.0%,-3.8%,5.2
CC(C)Cn1c(C(C)C)nc([N+](=O)[O-])c1Sc1ccc(Cl)cn1,?,-0.9,-0.1,9.0%,5.3%,4.0%,2.0%,-0.4
CCCOc1ccc(/C=C/C(=O)O)cc1OC,1.4%,-0.8,-6.4,-6.4%,6.7%,-4.6%,1.8%,-2.2
COc1cccc(N2C(=O)[C@H]3C(C(=O)c4cnccn4)=NN[C@H]3C2=O)c1,-12.0%,-2.4,2.2,-0.8%,3.3%,-2.6%,0.4%,0.2
CCNC(=O)CN(c1ccc(CC)cc1)S(C)(=O)=O,-7.7%,-0.4,-1.2,-4.8%,-12.2%,0.0%,3.4%,2.0
O=C(O)c1ccc(/C=N/Nc2ncc(C(F)(F)F)cc2Cl)cc1,-4.7%,0.4,1.0,4.5%,7.1%,4.5%,9.8%,-4.6
COc1ccccc1NS(=O)(=O)c1cc(NC(=O)c2cc(F)c(F)c(F)c2F)ccc1N1CCOCC1,2.2%,-0.3,1.1,-9.2%,-12.9%,-2.9%,11.4%,6.8
CCCCNC(=O)c1ccc2c(c1)N(CC)C(=O)CS2,-0.5%,-2.7,-3.3,3.7%,-7.5%,-0.7%,-0.9%,nt
NC(=NCCc1c[nH]c2ccccc12)NC(=O)c1ccc(F)cc1,-9.1%,0.8,-2.6,-12.6%,-9.6%,6.3%,7.6%,10.1
O=C(COc1cc2oc(=O)cc(-c3ccccc3)c2cc1Cl)NCCN1CCOCC1,-0.8%,14.6,0.4,1.0%,9.4%,1.6%,9.3%,8.9
CCN(CC)S(=O)(=O)c1ccc(N2CCOCC2)c(NC(=O)CNCCc2ccccc2)c1,4.0%,-0.3,-3.0,-3.9%,-14.8%,-1.6%,7.9%,4.0
O=C(c1ccco1)N1CCN(C(=O)c2cnn(-c3cccc(F)c3)c2C2CCNCC2)CC1,?,-1.8,-0.4,4.6%,2.7%,-9.1%,-2.5%,-1.5
Cc1ccc(CSc2nc3ccccc3c(=O)n2CCCC(=O)NCc2ccco2)cc1,-5.6%,-3.0,-3.1,8.5%,3.6%,10.4%,15.6%,nt
COc1ccccc1N1CCN(C(=O)/C=C/c2ccccc2)CC1,-24.1%,2.4,-0.3,1.7%,8.3%,5.5%,-2.2%,-2.7
CN1CCOC1c1ccc(C2OCCN2C)cc1 (centres undefined),-2.5%,-0.3,-5.2,?,-9.4%,-0.5%,-5.3%,?
COC(=O)C[C@H]1C[C@@H]2c3cc(NC(=O)Nc4ccc(F)cc4)ccc3O[C@@H]2[C@@H](CO)O1,-7.2%,2.8,-2.4,0.1%,-23.2%,-6.7%,3.9%,7.5
Cc1cccc(NC(=O)CCn2nc(C)cc2C)c1,2.0%,0.7,-1.0,-1.7%,3.9%,0.8%,-0.8%,0.0
O=C(CN1C(=O)NC2(CCc3ccccc32)C1=O)Nc1ccccc1C(F)(F)F (centres undefined),-10.1%,0.2,-0.5,7.6%,-10.2%,3.7%,15.1%,-3.9

Source: PubChem BioAssay (National Center for Advancing Translational Sciences (NCATS))
